GRP78 ERSR act – induces the endoplasmic reticulum stress response in human glioma cells | Potency, µM, for the others: top-dose activation, hits mostly activators | U87-MG GRP78 promoter luciferase reporter, 16 h | AID 602332 | 420,000 compounds, 0.02% hits; note: potency is the fitted concentration of half-maximal effect; series mostly up to about 76 µM; % of control where 0% means no effect; nearly all actives have a fitted effect of over 35% in size
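Stably transfected U87-MG human glioma cells carrying a GRP78-based luminescent sensor were seeded at 1000 cells/well, pin-dosed with compounds and incubated 16 h. Luciferase reagent was then added, and end-point luminescence was read after 10 min at room temperature.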
ERG Ets-DNA blk – ERG Ets/DNA interaction inhibition; P11308; fluorescence polarization, His-ERG Ets domain / labelled DNA; Potency, µM (series often up to 76.9 µM), inactives show at the top dose FP activity, negative = inhibition, hits mostly inhibitors; 370,000 compounds, 0.028% hits; AID 624246; active = well fitted inhibition curve with a large enough effect in the polarisation, with a control signal flat; inconclusive = small, poorly fitted or top-dose-only effect, or effect the other way, or a change in a side signal; inactive = no such curve, though single readings can be large or run the other way; the % refers to the polarisation;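 note: polarization taken with two DNA probes labelled with fluorescein and Texas red; potency is the fitted concentration of half-maximal effect; % of control where 0% means no effect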
Target sequence (P11308 whole entry, looked up, the tested form may be a part): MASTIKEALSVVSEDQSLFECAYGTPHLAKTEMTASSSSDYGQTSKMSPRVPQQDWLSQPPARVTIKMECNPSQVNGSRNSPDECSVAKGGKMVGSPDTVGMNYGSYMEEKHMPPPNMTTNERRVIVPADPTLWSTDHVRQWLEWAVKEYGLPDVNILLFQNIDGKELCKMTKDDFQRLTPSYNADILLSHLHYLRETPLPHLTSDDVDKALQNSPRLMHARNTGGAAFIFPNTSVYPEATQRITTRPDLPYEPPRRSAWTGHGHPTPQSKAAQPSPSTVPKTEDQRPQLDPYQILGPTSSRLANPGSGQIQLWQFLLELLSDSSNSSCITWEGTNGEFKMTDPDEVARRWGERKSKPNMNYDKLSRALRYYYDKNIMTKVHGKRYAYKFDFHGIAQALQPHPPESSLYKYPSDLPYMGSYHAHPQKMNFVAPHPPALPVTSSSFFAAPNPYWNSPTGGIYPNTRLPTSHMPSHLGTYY
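His-tagged ERG Ets domain (1 uM in the protein solution; 300mM KCl, 50mM Tris-HCl, 1mM EDTA, 1mM DTT, pH 7.5) received compound, then a probe mix of 5 nM fluorescein-DNA and 100nM Texas-615-DNA. Fluorescence polarization was read for both dyes.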
ALOX12 inh – blocks human arachidonate 12S-lipoxygenase; P18054; purified 12hLO, xylenol orange hydroperoxide absorbance; Potency, µM (doses to about 108 µM), without a hit: top-dose activity change, negative = inhibition, most hits filed as inhibitors; 580,000 compounds, 1.1% hits; note: potency is the fitted concentration of half-maximal effect; % is set by controls: 0 for no effect and ±100 for the full control effect
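Purified human 12hLO (150 nM final) in 25 mM Hepes, 0.01% Triton X-100, pH 7.0 was preincubated 15 min at room temperature with compound. Then 40 uM arachidonic acid was added, 30 min. Hydroperoxide was read by Fe-XO absorbance ratio 573/405 nm.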
RGS4 inh – blocks human RGS4-accelerated GTP hydrolysis. AID 504845. 390,000 compounds, 0.039% hits. P49798. Potency, µM (top dose mostly 114 µM), without a hit: top-dose activity change, negative = inhibition, actives largely listed as inhibitors. Transcreener GDP fluorescence polarization, RGS4-accelerated GTP hydrolysis; note: potency is the fitted concentration of half-maximal effect; % is set by controls: 0 for no effect and ±100 for the full control effect; nearly all actives have a fitted effect of over 75% in size; some results filed as inactive show a strong effect at the top dose
Target sequence (P49798 whole entry, looked up): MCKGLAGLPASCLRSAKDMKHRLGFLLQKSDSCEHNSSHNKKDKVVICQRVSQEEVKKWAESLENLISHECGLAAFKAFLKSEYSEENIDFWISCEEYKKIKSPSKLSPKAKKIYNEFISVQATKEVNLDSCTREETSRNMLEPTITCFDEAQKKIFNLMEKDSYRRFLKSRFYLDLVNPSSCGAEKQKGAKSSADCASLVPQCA
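MLSMR compounds (23 nl, pin-transferred) preincubated 10 min at room temperature with a 500nM (2x) first reagent, then RGS4 at 900nM (2x) plus Transcreener GDP mix added; fluorescence polarization (620/688 nm) read before and after 90 min at 30 °C.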
D2 agonist – activates the human D2 dopamine receptor. P14416. HEK293 T-REx D2 cells, calcium flux agonist mode. activation, % at 2 µM. 340,000 compounds, 0.53% hits. AID 485358;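 active = activation over 3 SD above normal in the single-dose calcium agonist read, cut at about 30% in these data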; note: 0% is about no effect
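HEK293 Trex D2 cells, tetracycline-induced, o/n 30 C 5% CO2; no-wash Ca dye, RT 30–90 min; 10-cycle baseline, 23 nl cpd added, kinetic Ca read 180 s; agonist hits = positive Ca response.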
Vif-A3G inh – Vif-A3G binding inhibition. Q9HC16. HeLa A3G-eYFP + Vif (tagged APOBEC3G with the HIV-1 protein that degrades it), YFP fluorescence, overnight. Potency, µM (titrated, usually from 46.1 µM), without a hit: top-dose activity, negative = active, most hits filed as inhibitors. 410,000 compounds, 0.076% hits. AID 602310;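 note: potency is the fitted concentration of half-maximal effect; % is set by controls: 0 for no effect and ±100 for the full control effect; nearly all actives have a fitted effect of over 60% in size; hits raise eYFP signal because A3G escapes Vif-driven loss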
Target sequence (Q9HC16 whole entry, looked up): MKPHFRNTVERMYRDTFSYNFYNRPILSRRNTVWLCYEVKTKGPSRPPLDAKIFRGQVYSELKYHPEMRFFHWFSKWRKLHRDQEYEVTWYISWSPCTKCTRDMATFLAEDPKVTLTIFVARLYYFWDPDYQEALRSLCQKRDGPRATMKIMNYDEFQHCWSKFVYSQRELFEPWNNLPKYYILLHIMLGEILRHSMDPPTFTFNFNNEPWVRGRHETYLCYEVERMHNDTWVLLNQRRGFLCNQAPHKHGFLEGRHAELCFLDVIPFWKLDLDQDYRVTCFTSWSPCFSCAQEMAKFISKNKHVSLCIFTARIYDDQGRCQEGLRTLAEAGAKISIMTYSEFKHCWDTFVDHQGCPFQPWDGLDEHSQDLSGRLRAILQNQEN
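Read-out is eYFP fluorescence (Ex 488/Em 500-530) from Vif-expressing HeLa A3G-eYFP cells; more signal means A3G escaped Vif-mediated degradation. Cells plated overnight, compound pinned in, incubated overnight at 37 deg C.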
Vif-APOBEC3F blk – inhibitors of Vif-A3F interaction; HeLa A3F-eYFP + Vif (tagged APOBEC3F with the HIV-1 protein that degrades it), YFP fluorescence increase; Potency, µM (series often up to 46.1 µM), for the others: top-dose activity, negative = active; 390,000 compounds, 0.2% hits; note: potency is the fitted concentration of half-maximal effect; % of control where 0% means no effect; nearly all actives have a fitted effect of over 65% in size
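HeLa cells stably expressing A3F-eYFP plus Vif, plated and incubated overnight at 37 deg C, then exposed to compounds overnight at 37 deg C. Blocked degradation read as raised yellow fluorescence (Ex 488/Em 500-530).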
D2 antagonist – antagonizes the human D2 dopamine receptor | inhibition, % at 10 µM | P14416 | HEK293 TREx D2 cells, calcium flux, dopamine EC80 | AID 485344 | 340,000 compounds, 2% hits; in the data active = inhibition above about 30%; note: 0% is about no effect
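In this primary screen, negative modulation is detected by tracking calcium flux after an EC80 dopamine challenge in inducible HEK293 T-REx D2 cells preexposed to test compound for 180 s.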
LDHA block – blocks human lactate dehydrogenase A; P00338; purified LDHA, NADH/diaphorase-resazurin fluorescence; stronger effect = lower value; activity change, % (values are at about 110 or 230 µM); 480,000 compounds, 0.15% hits; AID 1347041; in the data active = activity change below about -30%; inconclusive = mostly about -25% to -30%;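 note: plate controls were DMSO wells for no effect and wells without enzyme for full effect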
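Human LDH5 at 2 nM final in Tris HCl pH 7.4 with 0.06 mM NADH and 0.2 mM pyruvate, reacted 5 minutes at room temperature. Remaining NADH coupled via diaphorase/resazurin; resorufin fluorescence read at 0 and 20 minutes, normalized to enzyme-free and DMSO wells.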
Active calls of the source: *; ? = inconclusive; nt = not tested or not shown; & = joins results of further samples; [ ] = dose if it differs, or a comment. Unless noted, calls come from the whole dose curve; as a rule, active = well fitted curve in the direction sought with a large enough effect; inconclusive = small, poorly fitted or top-dose-only effect, or another doubt; inactive = no such curve, though single readings can be large; an effect the other way counts as inactive or inconclusive. Some of the compounds tested (hit frequency here may not be typical).

cpd	SMILES	ALOX12 inh	D2 agonist	D2 antagonist	RGS4 inh	LDHA block	ERG Ets-DNA blk	Vif-A3G inh	GRP78 ERSR act	Vif-APOBEC3F blk
1	CCN(C(=O)CSc1nnc(COc2cccc(C)c2)o1)c1nc(C)cs1	-20%	0.2	22	28%	-8	3%	-3%	1%	-1%
2	COc1ccccc1Cc1nc2ccccc2nc1SCC(=O)Nc1ccccc1C(F)(F)F	0%	nt	nt	3%	6	1%	2%	1%	1%
3	N#Cc1cc(Cl)c(NCC2CCCO2)cc1C#N (stereo not drawn)	32%[activator]	nt	nt	-17%	1	-10%	-4%	1%	-2%
4	CCCCOc1ccc(NC(=O)CSc2cccc3cccnc23)cc1	-10%	0.4	11	-1%	-2	1%	-6%	0%	10%
5	COc1ccc2c(CNC3CCC(C)CC3)c(C(=O)O)n(Cc3ccc(F)cc3)c2c1 (stereo not drawn)	-16%	0.0	nt	-22%	2	9%	-3%	-3%	-1%
6	CCOC(=O)c1nnc2c(-c3ccc(Cl)cc3)c(C)nn2c1C	1%	0.6	nt	-3%	-10	-3%	2%	-3%	1%
7	Cn1c2ccccc2c(=O)c2c(=O)n(-c3ccc(F)cc3)c(C3CCCCC3)nc21	1%	nt	nt	-4%[11.4 µM]	-1	9%	1%	-3%	-11%
8	CC(C)(Oc1ccc(Cl)cc1)C(=O)N1CCC(C(N)=O)CC1	-6%	-0.2	3	-36%	-11	-6%	3%	-6%	18%
9	COc1ccc(-c2cc(C(=O)Nc3sc4c(c3C#N)CCCC4)no2)cc1OC	-12%	0.2	nt	?	-10	4%	-6%	0%	0%
10	CC(C)c1ccc(N(CC(=O)NC2CCCCC2)C(=O)CNC(=O)c2ccco2)cc1	-6%	-2.0	-24	-8%	-1	-4%	-1%	-4%	14%
11	Clc1ccc(NC2(c3nnnn3C3CCCCC3)CCCCC2)cc1	6%	0.0	-5	?	-13	-7%	1%	-5%	nt
12	OCCN(CCO)CC(O)COCCC12CC3CC(CC(C3)C1)C2 (stereo not drawn)	3%	1.7	-3	4%	-7	13%	2%	-1%	-3%
13	O=[N+]([O-])c1ccc(N2CCN(C(=S)Nc3ccccc3)CC2)cc1	0%	0.1	-3	-4%	-2	3%	4%	-2%	6%
14	CCOC(=O)C1=C(COC(=O)CNC(=O)c2cccc(C)c2)NC(=O)NC1C (stereo not drawn)	-33%	0.6	-4	-6%	-2	6%	-1%	-3%	-3%
15	Cc1c(-c2nc(-c3ccccc3F)no2)nnn1-c1cc(F)ccc1F	-15%	0.0	nt	-3%	-1	-2%	2%	-2%	-4%
16	CCN(CC(=O)NCc1cccnc1)S(=O)(=O)c1ccc(OC)cc1	3%	nt	nt	-3%	0	0%	-1%	-2%	2%
17	O=C(O)c1cc(S(=O)(=O)NC23CC4CC(CC(C4)C2)C3)ccc1Cl	?	0.0	-9	-8%	-6	3%	1%	-1%	0%
18	Cc1nc2sc3c(c2c(=O)n1N)CCC3	0%	0.2	-10	11%	-1	9%	1%	-1%	2%
19	O=C(CSc1nnc(CNc2ccccc2)o1)N1CCc2ccccc21	0%	-0.5	-11	24%	2	3%	0%	-5%	-6%
20	COCCNc1nc(Nc2ccc(C#N)cc2)c2sccc2n1	14%	nt	nt	nt	-4	nt	-17%	1%	nt
21	O=C(Nc1nc2ccccc2n1Cc1ccc(Cl)cc1)c1ccco1	2%	-0.8	10	20%	-10	2%	0%	-2%	0%
22	Cc1noc(C)c1C(=O)N1CCOCC1	9%	0.2	-2	-31%	-3	-2%	-2%	2%	-18%
23	COc1ccc(C(C)=O)cc1COc1ccccc1[N+](=O)[O-]	1%	3.4	0	-7%	-4	8%	1%	-1%	3%
24	Cc1nn(-c2ccccc2)c2c1C(c1ccc([N+](=O)[O-])cc1)C(C#N)=C(N)O2 (stereo not drawn)	-113%	nt	nt	-44%	0	-3%	6%	1%	-5%
25	Cc1cc(C)c(C#N)c(N2CCOCC2)n1	20%	0.8	-14	11%	-5	9%	0%	-5%	5%
26	CCCCn1cc([N+](=O)[O-])nc1C	0%	0.2	1	-12%	-2	6%	1%	0%	1%
27	COc1cccc(CN2CCNC(=O)C2CC(=O)NCc2cn3cccc(C)c3n2)c1OC (stereo not drawn)	-2%	0.7	10	-13%	5	3%	0%	-7%	-9%
28	N#CC1=C(N)SC(N)=C(C#N)C1c1cccc(Oc2ccccc2)c1	14µM*	1.7	14	?	7	nt	?	0%	?
29	Cc1cccc(NC(=O)CC2Nc3cccc4cccc(c34)NC2=O)c1 (stereo not drawn)	?	0.0&0.1	-1	-34%&-17%	22&16	-23%&-2%	3%&0%	-3%&-2%	0%&-5%
30	O=c1/c(=C/c2ccccn2)sc2nc3ccccc3n12	-5%	1.6	-29	4%	3	3%	?	-4%	-5%
31	Cc1cc(NC(=O)c2ccc(N3CCCC3)c([N+](=O)[O-])c2)no1	-15%	1.6	-3	-24%	-1	5%	-2%	-5%	-3%
32	CCOC(=O)c1cn(Cc2ccccc2)c(C(=O)OC(C)(C)C)c1O	-1%	nt	nt	-48%	5	21%	-6%	12%	-2%
33	CN1CCN(C(=O)c2ccccc2NC(=O)C(C)(C)C)CC1	?	-0.3	-4	-13%	1&-10	-2%	0%	-5%	0%
34	COc1ccccc1Nc1nc(C2(C)CCC(=O)O2)cs1 (stereo not drawn)	-16%	0.5	7	-11%	-6	-2%	0%	3%	-5%
35	COc1ccc(-c2noc(COc3ccccc3OC)n2)cc1OC	19%	0.0	15	-19%	0	-7%	1%	-4%	1%
36	CCC(=O)Nc1cccc(NC(=O)c2cccc([N+](=O)[O-])c2C)c1	-10%	-1.7	5	-3%	-6	0%	-3%	4%	2%
37	Cc1ccc(S(=O)(=O)N2[C@@H](c3ccc(Cl)cc3)C(C(=O)O)=CC[C@H]2c2ccc(C(C)C)cc2)cc1	?	0.4	39*	-28%	-2	4%	-7%	3%	0%
38	CCOC(=O)c1sc(NC(=O)CSc2ncccn2)nc1C	-6%	0.2	13	-3%	-3	1%	?	2%	-9%
39	C/C=C/c1ccc(OCCCNC)c(OC)c1	-22%	1.2	6	-40%	-11	-2%	0%	-4%	-1%
40	CCc1ccc(CNCCSc2nnnn2C)cc1	0%	0.4	-12	-21%	-6	-5%	-2%	1%	-4%
41	CC1(C(=O)NS(=O)(=O)Cc2cccc(Cl)c2)CCN1C(=O)Cc1cccs1 (stereo not drawn)	?	nt	nt	nt	3	nt	0%	-1%	nt
42	Cc1cc(O)c(C(C)C)cc1N=Cc1cc([N+](=O)[O-])ccc1O	?	0.8	-11	-33%	10	11%	-2%	-4%	-27%
43	CCCCOc1cccc(C(=O)N(Cc2ccc(Cl)cc2)C2CCS(=O)(=O)C2)c1 (stereo not drawn)	-30%	-0.5	nt	11%	-3	3%	-1%	-3%	-4%
44	C=CCn1c(SCc2ccc(Cl)c(Cl)c2)nnc1C(CO)NC(=O)c1ccc(OC)cc1 (stereo not drawn)	1%	4.8	-1	6%	-5	0%	2%	-2%	-11%
45	Cc1nnc2n(Cc3ccccc3)c(=O)c3c4c(sc3n12)COC(C(C)C)C4 (stereo not drawn)	1%	-1.1	7	10%	-1	-2%	2%	-3%	-2%
46	O=S(=O)(c1ccc(Cl)cc1)N1CCC(N2CCOCC2)CC1	?	-0.1	12	10%	?	3%	2%	-5%	0%
47	Cc1ccc(S(=O)(=O)/N=C(/c2ccccc2)N2CCOCC2)cc1	3%	0.2	-5	-8%	-6	0%	0%	-3%	-4%
48	O=C(NCCc1nc2ccccc2[nH]1)/C(=C/c1ccc2c(c1)OCO2)NC(=O)c1ccccc1Cl	-18%	-1.8	-4	-9%	-9	-4%	-6%	-4%	-11%
49	Cc1cccc(N(C(=O)c2snc(C(N)=O)c2N)C(C(=O)NCC2CCCO2)c2ccc(N(C)C)cc2)c1C (stereo not drawn)	-19%	-0.7	-1	-13%	0	-8%	-4%	4%	1%
50	CCCCCCC(=O)Nc1nc(C)c(-c2csc(Nc3cccc(OC)c3)n2)s1	?	-0.8	10	-44%	0	7%	1%	-4%	-5%

Later entries.
cpd	SMILES	ALOX12 inh	D2 agonist	D2 antagonist	RGS4 inh	LDHA block	ERG Ets-DNA blk	Vif-A3G inh	GRP78 ERSR act	Vif-APOBEC3F blk
51	CCc1c(C#N)sc(C(N)=O)c1CC	0%	1.1	-3	-31%	-2	-10%	0%	-12%	13%
52	Nc1ccc(S(=O)(=O)N2CCc3ccccc32)cc1	0%	0.1	0	-3%	-3	4%	-9%	-11%	-4%
53	CCNC(COC(=O)c1ccc([N+](=O)[O-])cc1)C1CCCCC1 (stereo not drawn)	-8%	nt	nt	-21%	-3	1%	2%	-7%	1%
54	CCC(C)C(=O)Nc1nc(C)c(-c2csc(Nc3cc(Cl)ccc3OC)n2)s1 (stereo not drawn)	-24%	0.6	11	-49%	3	10%	2%	0%	8%
55	Cc1ccc(SCCC(=O)Nc2ccccc2C(=O)N2CCOCC2)cc1	16%	0.0	-6	34%	-11	10%	2%	-1%	3%
56	C/C(=N/NC(=O)CNc1ccc(C)cc1)c1ccc(Br)s1	-17%	nt	nt	-35%	0	8%	0%	-3%	2%
57	N#Cc1ccccc1Oc1ccc(S(=O)(=O)N2CCCCC2)cn1	8%	3.3	4	-22%	-3	3%	0%	5%	-9%
